Screens deposited in PubChem by several laboratories.
CHRM4 PAM: potentiates acetylcholine response at human M4 receptor; CHO-K1 hM4/Gqi5, Fluo-8 calcium fluorescence, ACh EC20; 0% = ACh EC20, 100% = maximal ACh; 360,000 compounds, 0.4% hits; activation, % at 3 µM; P08173;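 active = activation above its plate's cutoff, the mean activation of sample wells plus 3 SD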; also: some results filed as inactive read as strong as hits
CHRM5 agonist: CHRM5 agonism in calcium assay. CHO-K1 hM5 cells, Fluo-8 calcium fluorescence; 0% DMSO wells, 100% maximal acetylcholine response. activation, % at 3 µM. 360,000 compounds, 0.19% hits. AID 624037;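 active = activation above the run's mean over test compounds plus 3 SD, cut at about 23% in these data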;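 also: signal is peak over basal fluorescence ratio across the kinetic read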
Target sequence (P08912 whole entry, looked up): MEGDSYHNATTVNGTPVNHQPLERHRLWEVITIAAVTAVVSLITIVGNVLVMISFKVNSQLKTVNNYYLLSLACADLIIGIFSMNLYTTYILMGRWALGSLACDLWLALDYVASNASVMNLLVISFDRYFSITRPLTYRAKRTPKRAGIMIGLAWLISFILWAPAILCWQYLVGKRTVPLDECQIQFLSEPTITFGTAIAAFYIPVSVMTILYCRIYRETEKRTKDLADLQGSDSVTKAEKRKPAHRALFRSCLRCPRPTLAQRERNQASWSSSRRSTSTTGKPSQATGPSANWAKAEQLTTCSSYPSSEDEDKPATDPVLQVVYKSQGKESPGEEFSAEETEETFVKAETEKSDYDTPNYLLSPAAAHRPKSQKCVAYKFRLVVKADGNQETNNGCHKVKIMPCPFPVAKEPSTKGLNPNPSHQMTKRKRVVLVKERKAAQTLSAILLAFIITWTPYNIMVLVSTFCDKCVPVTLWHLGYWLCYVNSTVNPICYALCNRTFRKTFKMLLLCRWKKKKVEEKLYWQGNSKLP
M5 PAM: CHRM5 positive allosteric modulation. CHO-K1 hM5, Fluo-8 calcium, ACh EC20 PAM; 0% = ACh EC20, 100% = ACh EC100. activation, % at 3 µM. AID 624038. 360,000 compounds, 0.3% hits. P08912;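 active = activation above the run cutoff, the mean activation of all test compounds plus 3 SD, cut at about 18% in these data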
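system = human M5 receptor in CHO-K1 cells | reagent = EC20 acetylcholine as agonist stimulus | compound dosing = single-point, 3 µM nominal | incubation = Fluo-8 loading 80 min at 37 °C plus 30 min room temperature | detection = Fluo-8 calcium dye fluorescence, kinetic read | benchmarks = low control EC20 acetylcholine (0%), high control EC100 acetylcholine (100%)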
CHRM5 antagonist: CHRM5 antagonism in calcium assay; 360,000 compounds, 0.59% hits; AID 624040; CHO-hM5 cells, Fluo-8 calcium fluorescence, ACh EC80; inhibition, % at 3 µM; P08912;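 active = inhibition above a per-plate cutoff, the mean of that plate's test compounds plus 3 SD, cut at about 27% in these data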;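 also: 0% = acetylcholine EC80 with DMSO and 100% = DMSO without agonist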
TAAR1 agonist: human TAAR1 agonism. Q96RJ0. CHO RD-HGA16 TAAR1, Fluo-8 calcium fluorescence; vehicle wells 0%, saturating PEA agonist 100%. activation, % at 3 µM. 360,000 compounds, 0.99% hits;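 active = activation above the mean activation of all test compounds in the run plus 3 SD, cut at about 38% in these data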
Target sequence (Q96RJ0 whole entry, looked up): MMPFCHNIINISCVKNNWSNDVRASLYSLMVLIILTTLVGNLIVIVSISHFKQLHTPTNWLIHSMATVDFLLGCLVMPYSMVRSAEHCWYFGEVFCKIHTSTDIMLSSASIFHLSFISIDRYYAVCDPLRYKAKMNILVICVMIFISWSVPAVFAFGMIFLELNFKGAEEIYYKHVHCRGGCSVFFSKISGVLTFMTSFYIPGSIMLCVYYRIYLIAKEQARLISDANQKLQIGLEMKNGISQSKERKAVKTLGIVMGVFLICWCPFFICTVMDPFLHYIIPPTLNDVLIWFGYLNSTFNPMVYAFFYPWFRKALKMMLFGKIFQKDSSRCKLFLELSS
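System: CHO RD-HGA16 cells carrying human TAAR1 plus Gα16; Incubation: 17-24 h seeding, 75 min 37 °C dye, 30 min RT; Measured by: Fluo-8 fluorescence, 5 s baseline then 140 s kinetic read; Control set: DMSO and PEA EC100; Replication: single well for each compound.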
CRFBP-R2 agonist: agonists of human CRF-binding protein/CRF-R2 receptor complex | AID 588473 | HEK293 CRF-R2/CRF-BP, calcium dye fluorescence (FLIPR); percent of saturating CRF peptide response | 350,000 compounds, 0.46% hits | activation, % at 13.2 µM;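 active = activation of at least 50%, plus an integration ratio under a set limit after plate pattern correction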;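 also: plate controls were neutral control wells without compound for no effect and CRF at EC100 for full effect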
CRFBP-R2 block: CRF-BP/CRF-R2 complex antagonism; HEK293 CRF-R2/CRF-BP, CRF-induced calcium fluorescence; inhibition, % at 11.8 µM; 350,000 compounds, 0.59% hits; AID 588475;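 active = inhibition of the ligand-induced calcium signal above about 50% at the single tested concentration, limit read from the data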
TAAR1 antag: antagonists of human TAAR1; 360,000 compounds, 1.5% hits; CHO RD-HGA16 TAAR1, Fluo-8 calcium fluorescence, antagonist; inhibition, % at 3 µM; Q96RJ0;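 active = inhibition above a per-plate cutoff, the mean inhibition of test compounds on that plate plus 3 SD, cut at about 49% in these data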;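 also: 0% = DMSO plus EC80 beta-PEA response and 100% = DMSO alone without agonist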
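Test system – hTAAR1-expressing CHO RD-HGA16 cells, Gα16-coupled · Also added – β-PEA at EC80 concentration, post-compound challenge · Compound – 3 µM, single point · Incubation – dye loading 75 min at 37 °C, then 30 min room temperature · Measured by – Fluo-8 intracellular calcium dye fluorescence, real-time kinetic reads · Benchmarks – vehicle and agonist controls · Replicates – singlicate, one well per test compound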
M1 PAM parental: counter-screen for M1 PAMs: effect in parental CHO-K1 cells; ATP EC20, Fluo-8 calcium fluorescence; 0% at ATP EC20, 100% at ATP max; activation, % at 3 µM; 360,000 compounds, 0.02% hits; AID 602247;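 active = activation above the run cutoff, the mean activation of all test compounds plus 3 SD, cut at about 40% in these data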;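 also: peak over basal fluorescence ratio in a 140 s read after ATP addition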
Active calls of the source: *; . = no result given.

smiles | CHRM4 PAM | CHRM5 agonist | M5 PAM | CHRM5 antagonist | TAAR1 agonist | CRFBP-R2 agonist | CRFBP-R2 block | TAAR1 antag | M1 PAM parental
c1ccc(-c2nc3cnccn3c2Nc2ccc3c(c2)OCCO3)cc1 | 1 | -8 | 2 | 5 | 1 | -1.2 | -23 | 0 | 16
CC1CCCC(N2CCN(C(=O)c3ccccc3F)CC2)C1 (centres undefined) | 0 | -7 | -12 | 15 | 8 | 0.5 | -6 | 0 | -9
C/C=C/c1ccc(OCC(=O)Nc2cc(S(=O)(=O)N3CCOCC3)ccc2N2CCCC2)c(OC)c1 | 2 | -4 | 0 | 3 | -2 | 1.1 | 3 | 0 | -24
Cc1ccc(C(=O)NCc2ccc3c(c2)OCO3)cc1S(=O)(=O)N1CCCCC1 | -6 | 0 | -7 | 3 | 3 | 2.0 | 10 | -3 | 9
CC(C)CN(C(=O)COC(=O)/C=C/c1ccccc1)C1CCS(=O)(=O)C1 (centres undefined) | 14 | 4 | 7 | 2 | 1 | -1.5 | 2 | -11 | -14
COc1ccc(OC)c(C(=O)c2coc3ccc(O)c(CN4CCOCC4)c23)c1 | 3 | -2 | 5 | 1 | 9 | -0.7 | -31 | 6 | 26
O=c1[nH]c(=O)n(-c2ccccc2)c2c1C(C(F)(F)F)(C(F)(F)F)N=C(CCC1CCCCC1)N2 | 14 | 0 | 2 | -3 | 47* | 109* | -53 | -2 | 22
Cc1cccc(NC(=O)CCCN2C(=S)NC(C)(C)CC2C)c1C (centres undefined) | -4 | 2 | 3 | 1 | 4 | -2.7 | -18 | 4 | 6
COCCNc1nc(NCCCN(C)C)c2sccc2n1 | 5 | -3 | -4 | -4 | 1 | . | . | 0 | 9
CC1CCCCC1NC(=O)COC(=O)Cc1ccc(Br)cc1 (centres undefined) | 7 | 1 | 6 | 3 | 5 | 1.2 | 2 | -7 | -14
O=C(O)C1=CCCNC1 | -4 | 1 | 0 | 2 | 1 | -0.9 | 57* | -6 | 36
CCOc1ccc(S(=O)(=O)n2cc(-c3ccccc3)c(N)n2)cc1 | 10 | -8 | 6 | -12 | 14 | 1.7 | -12 | 0 | 18
NS(=O)(=O)c1ccc(CCNS(=O)(=O)Cc2ccc(Cl)cc2)cc1 | 5 | 1 | 2 | 0 | 1 | -1.1 | 0 | -6 | 3
COc1ccc(C(C(=O)NC(C)(C)C)N(C(=O)CCC(=O)Nc2cc(C)on2)c2ccc3c(c2)OCCO3)cc1 (centres undefined) | -2 | -3 | 4 | -4 | -2 | -2.1 | -8 | 2 | 13
COc1cc2cc(C(=O)N3CCN(c4ccccc4OC)CC3)[nH]c2cc1OC | 0 | -3 | -2 | 2 | 4 | -0.7 | 1 | -25 | 13
COc1ccc(CN2C(=O)C(CC(=O)NCCCN(C)C)CC(C(=O)N3CCOCC3)=C2C)cc1 (centres undefined) | 2 | -2 | -8 | 6 | 0 | . | . | 2 | -10
COC(=O)c1c[nH]n2c(=O)cc(CCl)nc12 | -6 | 4 | 3 | -11 | 9 | -0.4 | 14 | -14 | 20
O=C(CCSc1nnc2ccc3ccccc3n12)Nc1ccc(F)cc1 | 3 | 2 | 0 | 6 | 19 | 1.3 | 1 | -4 | -4
CCNC(=O)C1(C)CCCN(C(=O)CCc2cccs2)C1 (centres undefined) | -1 | -1 | -2 | 13 | 0 | . | . | -3 | -6
Cc1ccc(NC(=O)CSc2nnc(C(F)(F)F)n2C)cc1[N+](=O)[O-] | 21 | -4 | 1 | 1 | 1 | -0.4 | 0 | -4 | 16
CCOc1ccc(/C=C/C(=O)Oc2ccccc2)cc1 | 7 | -5 | 4 | -2 | 3 | -1.4 | 12 | -2 | -3
CCCN1C(=O)c2cc(C(=O)NC3CCCCCC3)ccc2C1O (centres undefined) | -1 | 2 | -10 | 3 | 1 | -0.4 | -5 | 12 | 3
COC(=O)CC1C(=O)NCCN1C(=O)OC(C)(C)C (centres undefined) | 1 | 2 | -2 | -10 | 3 | -0.4 | 10 | 2 | 0
CCOC(=O)CCC(NC(=O)CCCCC(=O)NC(CCC(=O)OCC)C(=O)OCC)C(=O)OCC (centres undefined) | 4 | 0 | 0 | -3 | 1 | -1.1 | 29 | -13 | 20
Cc1cc(C)cc(C(=O)Nc2cccc(NC(=O)c3ccco3)c2)c1 | -6 | -2 | -6 | 8 | 4 | -2.5 | -7 | 19 | -2
O=C(O)CC(SCc1ccc(C(=O)O)o1)C(=O)O (centres undefined) | -3 | -2 | -5 | 7 | 1 | -0.4 | -26 | -9 | -6
COc1cc(OC)c(C(=O)c2ccccc2[N+](=O)[O-])c(OC)c1 | -5 | 0 | 0 | 6 | -1 | 14 | 6 | -17 | -3
N#Cc1c(C(F)(F)F)cc(-c2ccccc2)n(N)c1=O | 3 | -2 | -3 | -1 | 0 | -0.5 | 9 | -6 | -5
CCN(CC(=O)Nc1c(F)cccc1F)C(=O)CSCC(=O)Nc1ccc(OC)cc1 | 5 | 5 | -5 | 7 | 0 | 1.3 | -13 | -9 | -22
CCOc1ncccc1C(=O)N=C1SCCN1C(=O)c1cccnc1OCC | -1 | 1 | 2 | 0 | 2 | 0.6 | -4 | -16 | -6
COc1ccc(Cl)cc1NC(=O)CSc1nc2ccsc2c(=O)n1CC1CCC(C(=O)O)CC1 (centres undefined) | -2 | -1 | -4 | 12 | 6 | -1.6 | 12 | 2 | -10
COc1cc(/C=N/Nc2ccc(S(N)(=O)=O)cc2[N+](=O)[O-])cc(OC)c1O | 18 | -4 | -2 | 4 | 0 | -1.7 | 16 | -16 | 11
CC1S/C(=C(\C#N)C(=O)NCc2ccco2)N(c2ccc(F)cc2)C1=O (centres undefined) | 13 | -3 | 2 | 7 | 10 | 0.4 | 3 | -11 | -8
O=S(=O)(NCc1ccccc1)c1ccc2c(c1)OCCO2 | 7 | -8 | -6 | -4 | 15 | 1.3 | 5 | 6 | 20
Cc1cc(S(=O)(=O)N2CCCCC2)ccc1OCC(=O)N1CCCC1 | 5 | -3 | 5 | -4 | 0 | 4.6 | -13 | -10 | 5
O=C1CCCc2c1cc(C(=O)O)c(=O)n2-c1ccccc1 | 5 | -2 | 3 | -2 | 2 | -1.4 | -3 | 4 | 24
Nc1nc(NCC(=O)O)nc(NCc2ccccc2)c1[N+](=O)[O-] | -2 | -2 | 0 | 8 | -1 | 0.1 | -1 | 2 | -4
O=C(CCn1c(=O)oc2ccccc21)N(Cc1ccccc1)c1ccccc1 | -14 | 2 | -13 | 5 | 3 | -4.4 | 29 | 69* | 3
COC(=O)c1cc(-c2cccc(OC)c2)c2c(=O)[nH]c(=O)n(C)c2n1 | -4 | -1 | 1 | 2 | -3 | -11 | 1 | 1 | 0
CN1CCN(C(=O)c2ccc(Cl)c(S(=O)(=O)N3CCCCC3)c2)CC1 | 0 | -1 | -2 | 12 | 14 | 1.3 | 0 | 6 | 17
Cc1[nH]c(=S)c(C#N)c(C)c1Cc1ccccc1 | 4 | 3 | -2 | -1 | 3 | 1.0 | 9 | -9 | 2
C[C@@]12C(=O)N(CCO)CC(=O)N1[C@H](/C=C/c1ccccc1)[C@@H]1C(=O)N(c3ccccc3)C(=O)[C@@H]12 | -6 | 3 | 4 | 1 | 0 | 3.0 | 5 | 2 | 10
COC(=O)c1cccc(NC(=O)C(C)(C)C)c1 | -5 | 5 | 14 | -12 | 2 | -2.2 | -3 | -17 | 7
CCC1CN(C(=O)N2CCC(C(=O)NCc3cccc(F)c3)CC2)c2ccccc2O1 (centres undefined) | -10 | 0 | -4 | 16 | 6 | 3.2 | -22 | -2 | 18
Cc1cc(N2CCN(C)CC2)nc2ccc(NC(=S)N3CCN(c4ccccn4)CC3)cc12 | -11 | -1 | 2 | 4 | 1 | -4.4 | -1 | -14 | 29
Cn1c(=O)[nH]c(=O)c2c1nc(CN1CCN(c3ccccc3F)CC1)n2CCc1ccccc1 | 2 | 2 | -5 | -1 | 4 | -8.0 | -66 | -7 | 14
COc1ccc(-c2sc(C(=O)c3ccc(Cl)cc3Cl)cc2CC(=O)O)cc1 | 9 | -3 | 1 | 0 | 0 | 1.1 | -8 | -13 | 0
O=C1C(=O)N(CCCO)C(c2ccc(Br)cc2)/C1=C(\O)c1ccc(Br)cc1 (centres undefined) | 5 | -3 | 5 | 9 | 1 | -0.2 | 1 | -5 | -17
O=C(NC(=S)Nc1ccc(N2CCOCC2)c(Cl)c1)c1cccs1 | -1 | 0 | -7 | 3 | 2 | -0.2 | -7 | 0 | 9
Cc1ccccc1NC(=O)NC(N)=O | -1 | 1 | 13 | -5 | 4 | -0.3 | 3 | 4 | 19

Single records, as listed above.
COc1cc(OC)c(C(=O)c2ccccc2[N+](=O)[O-])c(OC)c1 across the screens: CHRM4 PAM: -5; CHRM5 agonist: 0; M5 PAM: 0; CHRM5 antagonist: 6; TAAR1 agonist: -1; CRFBP-R2 agonist: 14; CRFBP-R2 block: 6; TAAR1 antag: -17; M1 PAM parental: -3
COCCNc1nc(NCCCN(C)C)c2sccc2n1 across the screens: CHRM4 PAM: 5; CHRM5 agonist: -3; M5 PAM: -4; CHRM5 antagonist: -4; TAAR1 agonist: 1; CRFBP-R2 agonist: .; CRFBP-R2 block: .; TAAR1 antag: 0; M1 PAM parental: 9

Additional structures.
smiles | CHRM4 PAM | CHRM5 agonist | M5 PAM | CHRM5 antagonist | TAAR1 agonist | CRFBP-R2 agonist | CRFBP-R2 block | TAAR1 antag | M1 PAM parental
CCN(CC)CCNc1nc(-n2nc(C)cc2C)nc2sc3c(c12)CC(C)(C)OC3 | -7 | -18 | -1 | 15 | 1 | -0.6 | 4 | 3 | 22
CCOc1ccc2[nH]c3c(NCCO)ncnc3c2c1 | -1 | -1 | -6 | 8 | 4 | -0.9 | 13 | -2 | -2
O=C(c1ccc(COCC(F)(F)F)o1)N1CCCCCC1 | -2 | 0 | 4 | -5 | 1 | -0.8 | -2 | -10 | -4
CCOc1ccc2nc(/N=C/c3c(C)[nH]n(-c4ccc(C)cc4)c3=O)sc2c1 | 8 | -1 | 4 | -6 | 2 | 19 | 23 | -9 | -4
CN(CC(=O)Nc1cccc(F)c1)C(=O)c1csc2c1CCCC2 | 3 | 4 | 5 | 4 | 8 | -1.6 | 1 | -10 | -4
CCCCN(C(=O)c1ccc(NC2CC2)c([N+](=O)[O-])c1)c1c(N)n(CCCC)c(=O)[nH]c1=O | 7 | 0 | 0 | 4 | -2 | -0.5 | -2 | 4 | -21
O=C(NC1CCCC1)C(C1CC1)n1c(-c2cc3ccccc3[nH]2)nc2ccccc21 (centres undefined) | -4 | 15 | 0 | -3 | 9 | . | . | 15 | .
Clc1ccc2nc(CSc3nc4ccccc4o3)cn2c1 | -7 | -3 | -1 | 1 | 8 | 0.6 | -29 | -3 | 0
